Dengue-2 NS5 capping: Dengue-2 NS5 methyltransferase inhibitors, primary screen, biochemical, confirmation dose response (AID 588689) | Dengue-2 NS5 methyltransferase capping enzyme assay, biochemical; higher % means a stronger effect | inhibition, % at 25 µM; hits with a dose series show IC50 in µM | 0.3% of 340,000 active; in the data active = a potency from the dose series
Dengue-2 NS5 capping pilot replicate: recorded beside Dengue-2 NS5 capping, whose call it bears; inhibition, %; measured here: pilot screen replicate inhibition
* = called active by the depositor.

The opening 3 compounds, ahead of the listing:
SMILES	Dengue-2 NS5 capping	others
O=C(c1ccc(NS(=O)(=O)c2ccc(F)cc2)cc1)N1CCOCC1	-3%
O=S(=O)(c1ccccc1F)N1CCN(c2nc(-c3cccnc3)nc3ccccc23)CC1	4%
CC(=O)c1ccc(NC(=O)CSC2=NS(=O)(=O)c3cc(Cl)ccc3N2)cc1	1%

All compounds of this part, previewed entries included:
SMILES	Dengue-2 NS5 capping	others
O=C(c1ccc(NS(=O)(=O)c2ccc(F)cc2)cc1)N1CCOCC1	-3%
O=S(=O)(c1ccccc1F)N1CCN(c2nc(-c3cccnc3)nc3ccccc23)CC1	4%
CC(=O)c1ccc(NC(=O)CSC2=NS(=O)(=O)c3cc(Cl)ccc3N2)cc1	1%
O=C(O)COc1ccccc1/C=C1\SC(=S)N(NC(=O)c2ccccc2O)C1=O	25%
Cc1cc(C)c2c(=O)n3c(nc2c1)C(C)NC(=O)c1cccnc1-3 (stereo unspecified)	-3%
COc1cc(-c2nc3ccc(C)cn3c2NCc2ccccc2)ccc1-c1cccc(Cl)c1	-13%
COc1ccc(-n2nnnc2CNC(=O)c2ccc(S(=O)(=O)N3CCOCC3)cc2)cc1	2%
Cc1ccc(S(=O)(=O)CCC(=O)OC(C)c2nnc(-c3cccs3)o2)cc1 (stereo unspecified)	1%
C[C@H]1CN([C@@H](C)CO)C(=O)c2cc(Br)cnc2O[C@H]1CN(C)Cc1ccccc1C(=O)O	-2%
COc1ccc(NC(=O)CC2(CC(=O)N3CCOCC3)CCCC2)cc1Cl	-4%
Cc1ccc(C2=NCCn3c2c2ccc([N+](=O)[O-])cc2[n+]3[O-])cc1	3%
CN(C)CCCn1c2c(c(SCC(=O)Nc3cccc4ccccc34)nc1=O)CCCC2	-5%
CC(c1ccccc1)C(NC(=O)OCC1c2ccccc2-c2ccccc21)C(=O)O (stereo unspecified)	8%
Cc1ccc(CN2CC(C(=O)NC(c3nc4ccccc4[nH]3)C(C)C)CC2=O)cc1 (stereo unspecified)	-6%
Cc1ccc(S(=O)(=O)N2CCOCC2)cc1C(=O)OCC(=O)NC1CCCC1	-4%
Cc1ccnc(NC(=O)c2oc3ccccc3c2C)c1	4%
COc1ccc(CCNC(=O)c2ccccc2NC(=O)CN2CCN(c3ccccc3O)CC2)cc1	-1%
COc1cc(C(=O)Nc2ccc(S(=O)(=O)N3CCCCC3)cc2)ccc1OCC(=O)N1CCOCC1	1%
CN(Cc1ccccc1)C(=O)c1nc[nH]c1C(=O)N(C)Cc1ccccc1	-7%
Cc1nc(Cc2nnc(SC(C)C(=O)Nc3cccc(C#N)c3)o2)cs1 (stereo unspecified)	-1%
CCN(CC(=O)NCc1cccs1)C(=O)COc1cccc(C(F)(F)F)c1	2%
CC1CCC(NC(=O)C2CCN(C(=O)Nc3ccccc3)CC2)CC1 (stereo unspecified)	-5%
NS(=O)(=O)c1ccc(NC(=O)CN2CCN(S(=O)(=O)c3cccs3)CC2)cc1	-6%
Cc1ccc(C(=O)Nc2ccncc2)cc1S(=O)(=O)N1CCCCC1	-7%
COc1cccc(C(=O)c2c(-c3ccccc3)ncc3cc(OC)c(OC)cc23)c1	-3%	Dengue-2 NS5 capping pilot replicate=4.6
CCc1ccccc1NC(=O)CN1CCN(C(=O)CNC(=O)c2ccc(-c3ccccc3)cc2)CC1	-11%
Cn1cccc1C(=O)NC1CCCCCC1	2%
COc1ccc(N2CCN(CC(=O)Nc3c(C)cccc3C)CC2)cc1	1%
Cc1ccc(S(=O)(=O)N(C)C[C@H]2Oc3c(NC(=O)Nc4cccc5ccccc45)cccc3C(=O)N([C@@H](C)CO)C[C@@H]2C)cc1	7%
CCc1cccc(OCC(=O)Nc2cc(Cl)ccc2-n2cncn2)c1	-7%
N#CC1(NC(=O)COC(=O)c2nccnc2N)CCCCC1	1%
Cc1ccccc1OCC(O)COc1ccccc1C	8%
Cc1cccc(NC(=O)CSc2nc(=O)n(CCCN3CCOCC3)c3c2CCCC3)c1C	1%
Cc1cn([C@H]2C[C@H](O)[C@@H](CCC(=O)NCCc3c[nH]c4ccccc34)O2)c(=O)[nH]c1=O	1%	Dengue-2 NS5 capping pilot replicate=3.7
NC(=O)c1ccc(NC(=O)COC(=O)c2ccc3c(c2)OCO3)cc1	7%
NNC(=O)Cc1cccc2ccc(Cl)cc12	-2%
COc1ccc(S(=O)(=O)N2CCOC23CCN(S(=O)(=O)c2cccs2)CC3)cc1	-6%
Nn1c(SCC(=O)NCC2CCCO2)nnc1-c1ccco1 (stereo unspecified)	9%
COc1ccc(NC(=O)CSc2nnc(Cc3ccc(C)cc3)c(=O)n2N)cc1OC	-4%
O=C(NN=Cc1ccc(O)cc1O)c1ccccc1NS(=O)(=O)c1cccs1	-4%
Clc1ccccc1NN(Cc1ccccn1)c1ccccc1Cl	2%
CC(C)CCC1(C)NC(=O)N(CC(=O)NCC(=O)Nc2ccc(F)c(F)c2F)C1=O (stereo unspecified)	2%
O=C(Nc1cc(C(F)(F)F)ccc1-n1cncn1)c1ccc([N+](=O)[O-])o1	-3%
c1ccc(CNc2c(-c3cccc(SC4CCCCC4)c3)nc3ccccn23)cc1	-2%
COc1ccc(C(=O)NCC(=O)NCc2ccc3c(c2)OCO3)cc1[N+](=O)[O-]	-5%
CCCN(Cc1nnc(-c2cccs2)o1)C(=O)c1cc(S(=O)(=O)N2CCOCC2)ccc1C	0%
O=C(Cn1nc(C(=O)O)c2ccccc2c1=O)Nc1cccc(S(=O)(=O)N2CCCCC2)c1	-6%
COc1ccc(S[C@@H](CCN2CC[C@H](O)CCC2=O)c2ccccc2)cc1	-4%
CN(Cc1cc(Cl)cc(Cl)c1)CC(C(=O)c1ccccc1)c1ccccc1 (stereo unspecified)	2%
CCC1(c2ccc(F)cc2)NC(=O)N(CC(=O)Nc2cc(C)on2)C1=O (stereo unspecified)	-2%
COc1ccc(NC(=O)CCC(=O)c2ccc(Cl)cc2)cn1	4%
CC[C@]12c3[nH]c4ccc(OC)cc4c3CCN1C(=O)C(CC(=O)NC/C=C(\C)CCC=C(C)C)C[C@@H]2C(=O)N1CCN(C(=O)C2CC2)CC1 (stereo partly specified)	-8%	Dengue-2 NS5 capping pilot replicate=-5.4
COc1ccccc1C(=O)NC(=O)COC(=O)c1cnc(C)cn1	-11%
COc1cccc([C@@H]2CC=C(C(=O)O)[C@H](c3ccccc3)N2S(=O)(=O)c2ccc(C)cc2)c1	-2%
COc1ccc(S(=O)(=O)N(C)C[C@@H]2Oc3ccc(NS(C)(=O)=O)cc3C(=O)N([C@@H](C)CO)C[C@H]2C)cc1	-11%
CN(CC(=O)Nc1ccc(Cl)c(C(F)(F)F)c1)C(=O)c1ccc2c(c1)OCCO2	0%
CC(OC(=O)Cn1cnc2ccccc2c1=O)C(=O)NCc1ccccc1 (stereo unspecified)	-1%
COC(=O)c1c[nH]c2c1-c1cc(C(=O)OCc3ccccc3)n(S(=O)(=O)c3ccc(C)cc3)c1C(=O)C2=O	-6%
C[C@@H]1CN([C@@H](C)CO)C(=O)c2cc(NC(=O)Nc3ccc4c(c3)OCO4)ccc2O[C@H]1CN(C)S(=O)(=O)c1cn(C)cn1	-14%
CCOc1ccccc1C=NNc1ccc([N+](=O)[O-])cn1	-11%

Continued.
SMILES	Dengue-2 NS5 capping	others
O=C(NCCOc1ccc(Cl)cc1)c1cccc(S(=O)(=O)N2CCCC2)c1	-10%
CCC[C@H]1CN(c2ccc(Br)cc2)C(=O)[C@@H]1CC(=O)NC	-3%
CCC(C)(C)C1CCC2(CC1)NC(=O)N(CC(=O)N(C)Cc1ccc3c(c1)OCCO3)C2=O (stereo unspecified)	-8%
Cc1ccn2nc(C(=O)OCC(=O)N(CC(C)C)C3CCS(=O)(=O)C3)nc2n1 (stereo unspecified)	-3%
O=S(=O)(Cc1ccccc1)C(CCCc1ccccc1)S(=O)(=O)Cc1ccccc1	-7%
Cc1ccc(C)c(OCCC(=O)N(C)CC(=O)Nc2c(C)cccc2C)c1	-3%
CSc1nc(N)c2cn[nH]c2n1	-5%
COc1ccc(CCNC(=O)C(=O)NCCC2CCCCN2S(=O)(=O)c2ccccc2)cc1 (stereo unspecified)	-5%
O=C(Nc1ccccc1)C(CCCCN1C(=O)c2ccccc2C1=O)N1C(=O)c2ccccc2C1=O (stereo unspecified)	12%
CC(=O)N1CCN(C(=O)COC(=O)CNC(=O)c2ccccc2C)CC1	4%
O=C(CN1c2cccc3cccc(c23)S1(=O)=O)NCc1ccccc1Cl	1%
COC(=O)[C@@]1(Cc2ccccc2)[C@H]2C(=O)N(Cc3ccccc3)C(=O)[C@H]2[C@H]2CN=C(SC)N21	-4%	Dengue-2 NS5 capping pilot replicate=-4.5
COc1ccccc1C(CNC(=O)C1CCN(C(=O)Nc2ccccc2)CC1)N1CCCC1 (stereo unspecified)	4%
CCOC(=O)C1CCN(C(=O)/C=C/c2ccc(S(=O)(=O)N3CCOCC3)cc2)CC1	-9%
CCCCn1c(N)c(N(C(=O)CSc2nncn2-c2ccccc2C)C2CCCC2)c(=O)[nH]c1=O	-3%
CC(NC(=O)c1ccc(Br)o1)c1ccc(-n2ccnc2)cc1 (stereo unspecified)	6%
COc1cc(C(=O)N2CCN(C3=NS(=O)(=O)c4ccccc43)CC2)cc(OC)c1OC	7%
O=C(NCC1CCCO1)c1ccccc1NS(=O)(=O)c1ccc(Br)s1 (stereo unspecified)	-4%
Cc1cccc(N2CC(C(=O)NC3CCCCCC3)CC2=O)c1C (stereo unspecified)	1%
CC(=O)c1ccc(NC(=O)CSc2nc3nn(-c4ccccc4)c(=O)c-3c3n2CCCCC3)cc1	-12%

Fetched by compound from above:
SMILES	Dengue-2 NS5 capping	others
CC(NC(=O)c1ccc(Br)o1)c1ccc(-n2ccnc2)cc1 (stereo unspecified)	6%
O=C(Nc1ccccc1)C(CCCCN1C(=O)c2ccccc2C1=O)N1C(=O)c2ccccc2C1=O (stereo unspecified)	12%

By substructure, those above with an NH in an aromatic ring
SMILES	Dengue-2 NS5 capping	others
Cc1ccc(CN2CC(C(=O)NC(c3nc4ccccc4[nH]3)C(C)C)CC2=O)cc1 (stereo unspecified)	-6%
CN(Cc1ccccc1)C(=O)c1nc[nH]c1C(=O)N(C)Cc1ccccc1	-7%
Cc1cn([C@H]2C[C@H](O)[C@@H](CCC(=O)NCCc3c[nH]c4ccccc34)O2)c(=O)[nH]c1=O	1%	Dengue-2 NS5 capping pilot replicate=3.7
CC[C@]12c3[nH]c4ccc(OC)cc4c3CCN1C(=O)C(CC(=O)NC/C=C(\C)CCC=C(C)C)C[C@@H]2C(=O)N1CCN(C(=O)C2CC2)CC1 (stereo partly specified)	-8%	Dengue-2 NS5 capping pilot replicate=-5.4
COC(=O)c1c[nH]c2c1-c1cc(C(=O)OCc3ccccc3)n(S(=O)(=O)c3ccc(C)cc3)c1C(=O)C2=O	-6%
CSc1nc(N)c2cn[nH]c2n1	-5%
CCCCn1c(N)c(N(C(=O)CSc2nncn2-c2ccccc2C)C2CCCC2)c(=O)[nH]c1=O	-3%

Next section:
SMILES	Dengue-2 NS5 capping	others
Cc1cc(C(=O)Nc2cccc3c2O[C@H](CN(C)CC2CC2)[C@@H](C)CN([C@H](C)CO)C3=O)n(C)n1	0%
CCN(CC)C(=O)[C@H]1C[C@H](CC(=O)NC(C)(C)C)C(=O)N2CCc3c([nH]c4cc(-c5ccco5)ccc34)[C@]12C	-5%	Dengue-2 NS5 capping pilot replicate=0.6
CC1CCC(NC(=O)COC(=O)c2ccco2)CC1 (stereo unspecified)	-3%
Cc1ccc(NC(=O)Cc2ccccc2F)cc1S(=O)(=O)N1CCCCCC1	-12%
CC(=O)c1ccc(NC(=O)c2ccc(-n3cnnn3)cc2)cc1	-1%
CC(OC(=O)c1ccc(O)cc1)C(=O)Nc1nc(-c2ccccc2)cs1 (stereo unspecified)	-7%
COC(=O)[C@H](Cc1ccccc1)N(Cc1ccccc1)S(=O)(=O)N(Cc1ccccc1)[C@@H](Cc1ccccc1)C(=O)OC	3%
CN(CC(=O)Nc1ccc(F)c(F)c1F)C(=O)CCc1nc2sc3c(c2c(=O)[nH]1)CCCC3	-2%
CC(NC(=O)C1=CC=CN2CCS(=O)(=O)N=C12)c1ccc(Cl)c(Cl)c1 (stereo unspecified)	-4%
CCOC(=O)[C@H]1[C@H]2COc3ccc(C)cc3[C@@H]2N2C(=O)CN(Cc3ccco3)C(=O)[C@@]12C	-6%
CCCn1c(C)cc(-c2csc(NC(=O)CCc3nc4ccccc4c(=O)[nH]3)n2)c1C	3%
CC1C(=O)N2CCCc3cc(NC(=O)COc4ccccc4)cc1c32 (stereo unspecified)	0%
CC(NC(=O)COC(=O)/C=C/c1ccc2c(c1)OCO2)c1ccccc1 (stereo unspecified)	3%
CC(=O)OC1CC2(C)C(C(C)=O)CCC2C2CCC3=CC(=O)CCC3(C)C12 (stereo unspecified)	-5%
Cc1cccc(NC(=O)CSc2nnc3ccc(-c4cccnc4)nn23)c1	0%
Cc1ccc(C(=O)OCC(=O)N2C(C)CCCC2C)s1 (stereo unspecified)	-4%
Cc1ccc(CNC(=O)COC(=O)C2CC2)cc1	-7%
O=C(CSc1nnnn1C1CC1)N1CCN(c2ccccc2F)CC1	-3%
O=C(OCC(O)C(O)C(O)C(SCc1ccccc1)SCc1ccccc1)c1ccccc1 (stereo unspecified)	-1%
CC(C)NC(=O)Nc1ccc2c(c1)C(=O)N([C@H](C)CO)C[C@H](C)[C@@H](CN(C)S(=O)(=O)c1cn(C)cn1)O2	4%
C[C@@H]1CCCCO[C@@H](CN(C)S(=O)(=O)c2cn(C)cn2)[C@@H](C)CN([C@H](C)CO)C(=O)c2cc(N(C)C)ccc2O1	-5%
C[C@H]1CN([C@@H](C)CO)S(=O)(=O)c2ccc(Br)cc2O[C@H]1CN(C)Cc1ccccc1F	1%
CCN(C[C@H]1N[C@@](CC)(C(=O)OC)[C@H]2C(=O)N(C)C(=O)[C@@H]12)S(=O)(=O)c1ccc(OC)cc1	-4%	Dengue-2 NS5 capping pilot replicate=-1.5
COc1ccc(CN(C)C[C@H]2OCc3cnnn3CCCC(=O)N([C@H](C)CO)C[C@@H]2C)cc1	-2%
CCC(C)c1ccc(NC(=O)COC(=O)CCNS(=O)(=O)c2cccs2)cc1 (stereo unspecified)	3%

An excerpt; rates above refer to the full screens.
